# E coli Lon inh – inhibitors of E. coli Lon protease | P0A9M0 | purified E. coli Lon protease, fluorescence polarization | inhibition, % at 7.94 µM | 360,000 tested, 0.42% active; in the data active means inhibition above about 13%, passing the limit was not always enough;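 further: 0% = enzyme with probe and DMSO and 100% = no enzyme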
# Target sequence (P0A9M0 whole entry, looked up): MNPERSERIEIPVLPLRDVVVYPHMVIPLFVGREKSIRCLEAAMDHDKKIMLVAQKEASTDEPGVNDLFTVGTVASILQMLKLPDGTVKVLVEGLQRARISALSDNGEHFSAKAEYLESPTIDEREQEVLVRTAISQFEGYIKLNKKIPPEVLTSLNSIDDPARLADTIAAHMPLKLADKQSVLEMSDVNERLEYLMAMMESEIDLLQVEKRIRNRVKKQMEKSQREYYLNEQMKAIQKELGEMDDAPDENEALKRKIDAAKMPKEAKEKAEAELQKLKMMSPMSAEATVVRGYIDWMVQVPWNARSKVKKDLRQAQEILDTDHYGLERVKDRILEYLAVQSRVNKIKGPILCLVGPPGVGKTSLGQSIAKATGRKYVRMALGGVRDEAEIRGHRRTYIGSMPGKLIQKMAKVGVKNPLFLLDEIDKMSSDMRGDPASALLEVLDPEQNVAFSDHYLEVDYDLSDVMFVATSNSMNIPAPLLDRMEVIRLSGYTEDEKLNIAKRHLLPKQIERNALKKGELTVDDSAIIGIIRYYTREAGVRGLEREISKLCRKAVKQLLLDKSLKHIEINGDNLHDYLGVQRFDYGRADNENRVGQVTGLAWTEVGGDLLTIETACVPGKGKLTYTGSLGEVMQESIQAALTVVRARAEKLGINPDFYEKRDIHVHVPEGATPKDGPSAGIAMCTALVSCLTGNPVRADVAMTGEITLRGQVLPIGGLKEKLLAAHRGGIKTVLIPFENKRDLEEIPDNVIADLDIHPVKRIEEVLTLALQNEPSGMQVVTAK
# FAS TE block – inhibitors of human fatty acid synthase thioesterase domain; P49327; recombinant FAS-TE, OMFH fluorogenic substrate, fluorescence endpoint; inhibition, % at 15 µM; 360,000 tested, 0.67% active; AID 602261;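 active means compounds whose normalised, plate-corrected inhibition of enzyme fluorescence in the single-dose primary screen is 50% or more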;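 further: 0% = DMSO with enzyme and 100% = substrate without enzyme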
# SKN-1 block – blocks SKN-1 activity in C. elegans; AID 624304; 360,000 tested, 0.49% active; C. elegans VP596 Pgst-4::GFP/RFP ratio, acrylamide-induced, 24 h; inhibition, % at 21.8 µM;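 active means interference check ratio from 0.5 to 1.5 plus GFP to RFP signal ratio inhibition reaching or exceeding a fixed threshold, cut at about 30% in these data, passing the limit was not always enough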; further: some compounds called inactive have numbers as strong as hits
# Rin1 Abl inh – human Rin1-Abl interaction inhibition. TR-FRET Rin1/Abl binding, biochemical. inhibition, % at 7.35 µM. P00519+Q13671. AID 588664. 360,000 tested, 0.4% active; in the data active means inhibition above about 5%, passing the limit was not always enough
# bovine MsrA act – activates bovine MsrA enzyme; purified bovine MsrA, absorbance read-out; activation, % at 10.6 µM; 360,000 tested, 0.3% active; AID 602163; in the data active means activation above about 7.5%;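 further: 0% = vehicle and 100% = reference activator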
# NRP1-CendR mod – modulators of CendR peptide binding to human neuropilin-1. O14786. FAM-RPARPAR peptide binding to NRP-1, fluorescence polarization. inhibition, % at 25 µM. 360,000 tested, 0.85% active. AID 602438;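 active means inhibition or corrected inhibition above about 18%, plus a signal ratio from 0.5 to 1.5, limit read from the data, passing the limit was not always enough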; further: strong numbers were not always called active
# Neddylation inh – blocks human cullin neddylation | TR-FRET cullin neddylation, biochemical | 360,000 tested, 0.58% active | P61081+Q13564 | AID 651699 | calls only at 25 µM; in the data active means inhibition above about 36%
# MsrA inhibitor – bovine MsrA inhibition; AID 651718; 360,000 tested, 0.75% active; purified bovine MsrA, absorbance read-out; inhibition, % at 15.5 µM; in the data active means inhibition above about 4.5%;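 further: 0% = vehicle wells with enzyme and 100% = reference inhibitor wells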
# MT1-MMP act inh – MT1-MMP (human) activation inhibition | HT1080 RFP-PRO-GFP cells, GFP/RFP ratio fluorescence, overnight; percent of plate control window, DMSO zero | GFP/RFP ratio change, % at 20 µM | 360,000 tested, 0.061% active | AID 651647;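 active means GFP/RFP ratio change of at least 30% with cell ATP level not reduced by more than half and red fluorescence within 50% of control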; further: strong numbers were not always called active
#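 Material: RFP-PRO-GFP reporter HT1080 cells. Dosing: single-point 20 µM compound, 1% DMSO. Controls: DMSO and RFP-L50D-GFP cell wells. Timing: cells overnight before dosing, compound overnight, 37 °C, 5% CO2. Measure: GFP/RFP fluorescence ratio.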
# Starred values were filed as active, the others as inactive; i = inactive; / = not tested or not shown.
SMILES,E coli Lon inh,FAS TE block,SKN-1 block,Rin1 Abl inh,bovine MsrA act,NRP1-CendR mod,Neddylation inh,MsrA inhibitor,MT1-MMP act inh
O=C(CCc1ccccc1)N=C1SC2CS(=O)(=O)CC2N1Cc1ccccc1 (centres undefined),-5.5,1.9,7.0,-1.1,-12.6,-0.3,i,0.1,/
COc1ccc([C@H]2CC(=O)C[C@@H](CCn3cc(-c4nccn4C)nn3)O2)cc1,-10.5,-4.5,14.6,/,-1.3,9.2,i,1.6,3.2
COc1ccc(S(=O)(=O)n2ccc(C)n2)cc1C,-4.5,-7.9,0.7,0.8,-2.5,-3.3,i,-0.3,2.7
CC(C)Cn1c(-c2ccc(Br)cc2)c[nH]c1=S,-1.5,5.9,15.3,-1.2,4.6,6.2,i,1.2,4.1
COc1ccccc1C(=O)OCC(=O)NCCNC(=O)COC(=O)c1ccccc1OC,3.4,-6.9,-11.1,-0.6,-2.6,17.7,i,-1.6,-1.1
C/C(Cc1ccccc1)=N\NC(=O)CNC(=O)COc1ccccc1,6.8,-5.2,-1.1,2.3,-2.2,5.9,i,1.3,1.4
COc1cc(NC(=O)COC(=O)CNS(=O)(=O)c2ccc(F)c(F)c2F)cc(OC)c1,5.3,-8.1,-10.4,-2.1,-10.5,6.3,i,-0.6,2.9
COc1cc(/C=C/C(=O)OCC(=O)Nc2c(C)n(C)n(-c3ccccc3)c2=O)ccc1OCC#N,-4.0,-9.2,0.4,-2.7,-6.2,11.3,i,3.0,1.9
Cc1onc(-c2ccccc2)c1C(=O)N/N=C/c1c(F)cccc1Cl,-5.1,3.3,-18.8,-0.8,-7.3,8.8,i,1.2,1.2
CCc1ccccc1N(CC(=O)NC(C)(C)C)C(=O)CCC(=O)Nc1ccccn1,-1.7,-4.2,7.1,0.2,-2.7,10.5,i,-0.2,-3.3
O=C(O)Cn1nnc2ccccc21,3.4,-2.5,2.4,-2.0,-2.7,2.8,i,-1.1,5.6
COc1cccc(-c2ccc3ncnc(NCc4cccc(C)c4)c3c2)c1,7.9,17.6,4.6,-0.3,4.6,12.2,i,0.9,-8.4
COc1cc2c(c(OC)c1OC)-c1c(cc(OC)c(OC)c1OC)C[C@](C)(O)[C@@H](C)C2,-12.0,-12.6,5.2,3.3,-2.4,39.4*,i,-0.4,1.1
COCCOC(=O)C1=C(C)NC(=O)NC1c1ccc(-c2ccc(F)cc2)o1 (centres undefined),-5.2,0.7,11.5,-2.4,-4.4,-18.4,i,0.4,-1.2
O=C(CN1CCCC1)OCCCC1CCCCC1,-3.9,-6.4,7.3,-0.8,0.4,-1.8,i,1.2,0.4
COc1cccc(N2CC(=O)N(c3cccc(OC)c3)CC2=O)c1,-1.7,-6.5,-11.5,-3.3,1.9,6.4,i,0.5,0.9
O=c1c(-c2ccc(Cl)cc2)coc2c(CN3CCCCC3)c(O)ccc12,4.8,-7.5,4.2,-4.7,-1.3,24.8,/,0.1,-0.4
CCOc1ccc2nc(NC(=O)c3ccoc3C)sc2c1,8.8,11.2,8.0,-1.1,-0.5,-11.1,i,0.3,-1.9
O=C1CCCN1c1nccs1,-2.2,-3.1,13.1,2.8,-5.3,-8.5,i,1.0,-1.1
CC1(C)NC(=O)N(CC(O)COc2ccc(-c3ccccc3)cc2)C1=O (centres undefined),-5.6,-4.0,20.0,-0.1,-3.0,1.7,i,-1.6,0.5
O=C(O)CN1C(=O)CC(Cc2ccccc2)C1=O (centres undefined),-5.6,-10.8,-19.4,-3.5,-9.3,-5.5,i,0.2,-0.1
O=C1c2ccccc2C(=O)N1Cc1ccc2c(c1)OCO2,-1.3,4.5,-4.8,-4.5,-11.4,9.4,i,-0.2,-0.9
CN(C)CCOC(=O)c1sc2ccccc2c1Cl,-2.2,-2.0,-4.7,-1.6,-2.6,-0.2,i,0.4,-2.4
O=C1NCCN(Cc2ccc(Cl)c(F)c2)C1CC(=O)N1CCc2ccccc2C1 (centres undefined),1.2,6.6,2.2,3.9,-1.7,-5.8,i,-1.3,-6.9

# Profiles as entered above. Values in the order: E coli Lon inh, FAS TE block, SKN-1 block, Rin1 Abl inh, bovine MsrA act, NRP1-CendR mod, Neddylation inh, MsrA inhibitor, MT1-MMP act inh
# Shown for O=c1c(-c2ccc(Cl)cc2)coc2c(CN3CCCCC3)c(O)ccc12 : 4.8, -7.5, 4.2, -4.7, -1.3, 24.8, /, 0.1, -0.4
# Shown for COc1cc(NC(=O)COC(=O)CNS(=O)(=O)c2ccc(F)c(F)c2F)cc(OC)c1 : 5.3, -8.1, -10.4, -2.1, -10.5, 6.3, i, -0.6, 2.9
# Shown for O=C1NCCN(Cc2ccc(Cl)c(F)c2)C1CC(=O)N1CCc2ccccc2C1 (centres undefined) : 1.2, 6.6, 2.2, 3.9, -1.7, -5.8, i, -1.3, -6.9

# Continued:
SMILES,E coli Lon inh,FAS TE block,SKN-1 block,Rin1 Abl inh,bovine MsrA act,NRP1-CendR mod,Neddylation inh,MsrA inhibitor,MT1-MMP act inh
Cc1nc2ccc(NC(=O)CSc3nnc(C)s3)cc2[nH]1,-1.7,-2.9,3.7,2.1,5.1,0.8,i,-2.1,-3.5
CC(C)CCNc1nc2ccccc2nc1NS(=O)(=O)c1cccs1,1.4,-2.6,-16.2,1.1,-10.1,11.8,i,2.8,0.9
CC[C@H](C)[C@@H](N)C(=O)NC[C@H]1O[C@@H](n2cnc3c(=O)[nH]c(N)nc32)[C@H](O)[C@@H]1O,1.9,-9.6,6.8,2.2,-2.9,-3.5,i,-0.8,0.9
CCOC(=O)c1cc2c(=O)[nH]c(C(Cl)(Cl)Cl)nc2o1,-0.6,0.0,-7.9,-0.1,-0.8,-8.3,i,-0.4,-0.3
COc1ccc(CCNc2oc(-c3ccc(C)cc3)nc2C#N)cc1OC,2.4,19.0,13.8,0.2,-3.2,1.9,i,0.6,0.6
O=C(CCN1CCCC1=O)NC1CCCc2c1cnn2-c1ccccc1F (centres undefined),-1.9,-3.2,-9.6,4.9,-0.9,2.7,i,0.4,-3.0
CCCS(=O)(=O)c1ccc(COC(=O)c2cccc(NC(=O)C(C)C)c2)cc1,2.5,5.7,2.7,3.0,-8.7,2.0,i,0.2,-2.6
CC1(C(=O)NCc2ccccc2)CSCC(=O)N1CCCn1ccnc1 (centres undefined),/,/,0.2,/,/,0.0,i,-1.6,3.5
O=C(NC1CC1)c1sc2cc(F)ccc2c1Cl,0.5,-4.3,1.0,-0.4,-0.7,-2.5,i,-0.2,-3.6
NC(=O)CSc1nnc(-c2ccncc2)o1,-9.0,-6.0,1.8,2.9,-11.3,7.9,i,-0.5,-1.3
COc1ccccc1NC(=O)c1sc2nc3n(c(=O)c2c1C)CCC3,-5.2,-8.3,-9.8,1.0,-6.3,-5.6,i,-0.9,2.9
COc1ccc(CC(=O)Oc2ccc(C)cc2C)cc1,-4.0,13.8,9.3,0.3,-7.4,1.6,i,1.7,-1.2

# Look-ups from above:
# For Rin1 Abl inh, `COc1ccc(CC(=O)Oc2ccc(C)cc2C)cc1` shows 0.3
# For SKN-1 block, `O=C(NC1CC1)c1sc2cc(F)ccc2c1Cl` shows 1.0

# Carrying on.
SMILES,E coli Lon inh,FAS TE block,SKN-1 block,Rin1 Abl inh,bovine MsrA act,NRP1-CendR mod,Neddylation inh,MsrA inhibitor,MT1-MMP act inh
COc1cc(C(=O)NC2CC3CCCC(C2)N3CC(=O)Nc2ccccc2)cc(OC)c1OC (centres undefined),-5.3,2.1,17.8,0.1,1.3,6.8,i,2.4,3.3
Cc1ccc(C)c(S(=O)(=O)N2CCN(c3ncccn3)CC2)c1,3.4,5.7,-4.1,-1.8,-5.1,-1.8,i,1.4,-1.7
O=C(O)c1ccccc1-c1ccccc1C(=O)NCc1cccc(C(F)(F)F)c1,-0.5,0.0,7.2,-2.7,-0.4,8.4,i,1.8,0.6
CN(C)c1ccc(C(=O)N=c2sccn2C)cc1[N+](=O)[O-],-0.5,-0.5,5.0,-9.5,-4.2,18.7,i,0.6,4.4
COC(=O)c1c(C)[nH]c(C(=O)COC(=O)CCNS(=O)(=O)c2cccc(C(F)(F)F)c2)c1C,6.9,14.1,-20.4,2.1,-8.6,-9.6,i,-1.0,-2.1
O=C(c1ccc([N+](=O)[O-])cc1)N1CCN(Cc2ccccc2)CC1,2.1,5.7,-6.2,1.4,0.6,-2.4,i,-0.8,4.3
FC(F)(F)c1cnc2c(-c3ccc(Cl)cc3Cl)noc2c1,-0.5,5.9,32.4*,2.5,-0.1,6.3,i,-0.2,-7.0
Cc1c(CC(Cl)(Cl)Cl)c2c(n1O)CC(C)(C)CC2=O,-8.9,-55.5,7.3,-2.8,-5.0,-9.0,i,2.0,-2.1
COc1ccc(C(=O)N2CC(=O)Nc3ccccc32)cc1S(=O)(=O)N1CCCC1,7.7,-6.6,7.8,-3.5,0.9,-7.2,i,-0.1,-1.3
CC(=O)OC1CCC2(C)C(CCC3C2CC(=NO)C2(C)C(C(C)OC(C)=O)CCC32)C1 (centres undefined),-25.9,-29.1,-27.5,4.2,0.6,-7.2,i,-0.3,-4.9
Fc1ccc(NC(=S)Nc2ccc(Cl)cc2)cc1,3.5,0.1,-2.0,1.9,-12.7,8.2,i,0.2,-0.9
C[C@H](CO)N1C[C@H](C)[C@@H](CN(C)CC2CC2)Oc2c(NS(=O)(=O)c3ccccc3)cccc2C1=O,-7.7,-9.8,4.6,4.2,0.8,13.1,i,-0.9,2.9
C[C@@H]1CN(S(=O)C(C)(C)C)[C@@H](CCO)/C1=C\CCO (some centres undefined),-3.3,-5.4,-5.2,-1.4,-3.7,-4.0,i,-0.7,2.2
CN(C)C(=O)CNc1ccn2nc(-c3cccc(Cl)c3)cc2n1,-7.8,-5.4,2.7,-1.7,0.3,1.8,/,1.4,5.6
C=C[C@@H]1c2cc(C)ccc2N(S(=O)(=O)c2ccc(C)cc2)[C@H](c2ccccc2)C1(C#N)C#N,6.4,26.8,12.4,2.9,-7.1,-2.8,i,0.6,-2.7
CC(=O)C1C(c2cccc(Oc3ccccc3)c2)NC(=O)NC1(O)C(F)(F)F (centres undefined),4.9,-3.2,1.5,-0.5,1.6,-2.9,i,-0.7,0.1
N#CCC(=O)Nc1ncn(Cc2ccccc2Cl)n1,-10.6,-9.4,-15.4,-0.2,-6.8,2.0,i,-1.6,2.8
O=C(N/N=C/c1ccccc1Cl)c1n[nH]c2c1CCCC2,1.2,-0.3,0.2,-0.8,-2.6,13.1,i,1.1,7.1
COc1ccc(S(=O)(=O)Nc2ccccc2C)cc1,-2.2,-3.2,-16.2,2.8,-14.4,-0.4,i,0.7,1.9
Cc1cccc(NC(=O)COc2coc(CN3CCN(c4ccccc4)CC3)cc2=O)c1,4.5,-2.2,5.6,-3.5,-5.2,-6.3,i,-0.8,-7.5
COc1ccc(Cl)cc1NS(=O)(=O)N1CCOCC1,-5.7,-4.7,-0.1,2.1,-3.5,15.4,i,-1.3,0.7
Cc1ccccc1NC(=O)CCC(=O)N/N=C/c1ccc(F)cc1,-10.8,-5.3,3.1,3.5,0.7,0.2,i,1.4,2.1
CN(CC(=O)Nc1ccccc1Cl)C(=O)CSc1nnc(-c2ccco2)o1,-13.7,-5.4,-2.7,-1.6,1.2,19.6,i,0.4,-1.8
COc1ccc(N2C(=O)C(CC(=O)Nc3ccc(Cl)cc3)N(NC(=O)c3cccc(F)c3)C2=S)cc1 (centres undefined),5.2,9.2,-2.8,-0.9,-2.6,-1.9,i,-0.2,-0.2
CC1CCN(c2ccc(-c3ccc(NC(=O)c4ccco4)cc3)nn2)CC1,-3.2,0.1,7.4,1.2,-5.8,0.0,i,0.3,0.9
NC(Cc1ccccc1)c1csc(Nc2ccc(C(=O)NCCCO)cn2)n1 (centres undefined),-8.6,-1.5,2.0,-0.4,-1.9,-13.2,i,2.6,-3.8
Cc1cc(=O)[nH]c(N/N=C/C2=C(N3CCOCC3)C(=C\c3ccc(Cl)cc3)/CC2)n1,-48.7,-4.9,11.3,1.0,-1.7,-30.9,i,0.2,-3.1
Cc1ccccc1-c1nnn(Cc2ccc(-c3nn[nH]n3)cc2)n1,-8.7,-2.4,3.2,4.2,-2.0,16.5,i,-0.2,2.5

# Assay outcomes deposited in PubChem BioAssay by several laboratories.
